Screening results as filed in PubChem.
AID inhibitor – Primary qHTS assay for inhibitors of Activation Induced Cytidine Deaminase (AID): AID signal. Single-stranded DNA cytosine deaminase (Homo sapiens), Q9GZX7. Potency, µM (doses to about 115 µM), for inactives: at the top dose activity change, negative = inhibition, most hits filed as inhibitors. 91,000 compounds, 0.32% hits. AID deamination FRET fluorescence, UDG-coupled, 4 h; also: nearly all actives have a fitted effect of over 25% in size
Target sequence (Q9GZX7 whole entry, looked up): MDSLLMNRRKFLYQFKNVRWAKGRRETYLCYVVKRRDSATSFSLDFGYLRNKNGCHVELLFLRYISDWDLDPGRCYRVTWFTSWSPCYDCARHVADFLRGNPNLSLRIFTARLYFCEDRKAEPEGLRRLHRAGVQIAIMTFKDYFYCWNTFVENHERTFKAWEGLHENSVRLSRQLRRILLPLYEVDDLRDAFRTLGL
UDG counterscr – Primary qHTS assay for inhibitors of Activation Induced Cytidine Deaminase (AID): UDG Counterscreen signal; Uracil-DNA glycosylase; FRET deamination/UDG coupled assay, UDG read, 4 h; Potency, µM (titrated, usually from 115 µM), for the others: at the top dose activity change, negative = inhibition, usual class: inhibitors; 91,000 compounds, 0.14% hits; AID 1347430, 2020; also: nearly all actives have a fitted effect of over 65% in size
The depositor's hits bear a star; ? = inconclusive; [ ] = dose if it differs, or a comment. Calls follow the shape of the dose curve; as a rule, active = well fitted curve in the direction sought with a large enough effect; inconclusive = small, poorly fitted or top-dose-only effect, or another doubt; inactive = no such curve, though single readings can be large; an effect the other way counts as inactive or inconclusive. % is scaled to controls: 0 for no effect and ±100 for the full control effect; potency is read from the fitted curve at half-maximal effect. These rows are one share of the data; count on the stated rates, not on these rows.

SMILES	AID inhibitor	UDG counterscr
CCOc1cc(C(=O)NCc2n[nH]c(=O)c3ccccc23)cc(OCC)c1OCC	-7.6%	0.7%
COc1ccc2oc(-c3ccc(C)c(NC(=O)c4ccc(N5CCCCC5)c([N+](=O)[O-])c4)c3)nc2c1	19.9%	-1.7%
COc1cccc2c1Oc1ncccc1N(C(=O)CCC(=O)NCc1ccc(OC(C)C)cc1)C2	37.5%[activator]	8.3%
CCOc1ccc(OCCOCCn2c(-c3ccc(Cl)cc3)nc3ccccc3c2=O)cc1	?	-13.6%
COc1ccc(Oc2ccc3[nH]c4c(c3c2)CCC/C4=N/O)cc1	-6.6%	-2.8%
CN(C(=O)c1oc(=O)c2ccccc2c1-c1ccccc1)c1cccc(Cl)c1	?	-11.1%
CSc1ccc(Cl)c(C(=O)Nc2cc(F)ccc2C)c1	-9.8%	-1.5%
O=C(c1noc2c1CCCCC2)N1CCN(c2cccc(Cl)c2)CC1	?	-8.1%
CCCCN(CC)CCNc1ncnc2onc(-c3ccc(Cl)cc3)c12	?	-21.4%
O=C(OCC1CCCO1)c1ccc2c(c1)N(Cc1ccccc1F)C(=O)c1ccccc1S2(=O)=O (stereo not drawn)	-0.8%	30.4%[activator]
Cc1c(C)n(C)c2ccc(C(=O)NCCc3ccc(Cl)cc3)cc12	2.6%	-15.9%
COc1ccc(OC)c(Nc2ncc3c(n2)CCN(Cc2cc(OC)c(OC)c(OC)c2)C3)c1	1.6%	?
CCc1ccc(C2=C(C)C(N3CCC(C(=O)Nc4ccc(F)cc4)CC3)=NS2(=O)=O)cc1	-2.1%	21.2%
Cc1cc(C(F)(F)F)c(C#N)c(SCc2cccnc2)n1	-11.5%	6.0%
CCc1nn(CC(=O)NCCc2ccc(SC)cc2)c(=O)c2cc3sccc3n12	6.8%	-1.5%
Cc1nn(-c2ccccc2)c2sc(C(=O)Nc3cccc(O)c3)cc12	9.8%	-8.2%
Cc1ccc(SCCNC(=S)Nc2cccc(Cl)c2C)cc1	-18.5%	0.4%
Cc1ccc(CNc2nc3c(S(=O)(=O)c4ccc(C)c(C)c4)nnn3c3ccc(Cl)cc23)cc1	-5.8%	-15.9%
Cc1ccccc1-c1nnc(SCC(=O)N2CCCc3ccccc32)o1	?	-6.3%
Cc1[nH]c2ccc(C(=O)N(C)CC(=O)NC(C)(C)C)cc2c1C	0.6%	-6.2%

Structural class: the entries above with an aryl methoxy group.
SMILES	AID inhibitor	UDG counterscr
COc1ccc2oc(-c3ccc(C)c(NC(=O)c4ccc(N5CCCCC5)c([N+](=O)[O-])c4)c3)nc2c1	19.9%	-1.7%
COc1cccc2c1Oc1ncccc1N(C(=O)CCC(=O)NCc1ccc(OC(C)C)cc1)C2	37.5%[activator]	8.3%
COc1ccc(Oc2ccc3[nH]c4c(c3c2)CCC/C4=N/O)cc1	-6.6%	-2.8%
COc1ccc(OC)c(Nc2ncc3c(n2)CCN(Cc2cc(OC)c(OC)c(OC)c2)C3)c1	1.6%	?

Next section:
SMILES	AID inhibitor	UDG counterscr
CCN(C(=O)Cn1c(=O)n(CC2CCC(C(=O)NC)CC2)c(=O)c2sccc21)c1ccccc1 (stereo not drawn)	-19.9%	-5.5%
Cc1ccc2[nH]c(=O)c(COC(=O)c3ccccn3)cc2c1	-1.3%	-4.4%
C=CCOc1nc2c(c(=O)n(Cc3ccc(F)cc3)c(=O)n2C)n1C	-4.4%	4.5%
Cc1ccc(Cn2ncc3c2NC(=O)CC32C(=O)Nc3c(Cl)cccc32)cc1 (stereo not drawn)	-12.1%	-3.6%
CCN(Cc1cccc(F)c1)C(=O)COc1ccc2ccc(=O)oc2c1	-4.1%	0.1%
COc1cc(F)ccc1-c1ccc(=O)n(Cc2c(F)cccc2Cl)n1	-24.0%	-11.9%
COC(=O)c1ccc(NC(=O)CCc2ccco2)cc1	-8.2%	-9.6%
CCc1cc2c(cc3c(=O)n(CC(=O)NCCc4ccccc4)ncn32)s1	10.0%	-0.6%
CCOc1ccc(CCNC(=O)c2nn(-c3ccc(OC)cc3)c(=O)c3c2c2ccccc2n3C)cc1OCC	-2.8%	15.1%
CCN(CC)S(=O)(=O)c1ccc(NC(=O)C(C)N(c2cccc(Cl)c2)S(C)(=O)=O)cc1 (stereo not drawn)	-2.7%	-9.5%
Cc1ccccc1CN1C(=O)c2ccccc2Sc2ccc(C(=O)NCCCN3CCOCC3)cc21	-11.1%	2.3%[57.5 µM]
Cc1ccc(NC(=O)c2cc(S(=O)(=O)NC3CCCCCC3)ccc2F)cc1F	5.1%	-1.9%
CCOC(=O)c1cc(NC(C)=O)ccc1N1CCOCC1	1.0%	-6.1%
C/C=C/C=C/C(=O)NCc1ccc(CN2CCCC2)cc1	-14.6%	-19.2%
CC(C)N(C(=O)/C=C/c1ccc([N+](=O)[O-])cc1)C(C)C	-10.1%	-9.0%
Fc1ccc(C2=CC(c3c(F)cccc3Cl)n3nnnc3N2)cc1 (stereo not drawn)	-18.4%	?
C=CCNC(=S)Nc1ccccc1Cl	-4.8%	-3.6%
CCc1ccc(-c2nn(CC(=O)NC3CCCCC3)c3c2cnc2ccc(OC)cc23)cc1	66.7%[activator]	39.5%[activator]
CCc1ccc(NC(=O)Cn2c(=O)n(CCCCC(=O)NCCc3ccccc3)c(=O)c3ccccc32)cc1	14.4%	-7.9%
C/C(=N/NC(=O)OC(C)(C)C)c1ccccc1Cl	-0.4%	-4.3%
CN1CCN(c2oc(/C=C/c3ccccc3)nc2C#N)CC1	-5.0%	0.3%
CCc1nc2ccc(C(=O)N3CCN(c4cccc(Cl)c4)CC3)cc2nc1CC	?	0.0%
Cc1ccc(-c2nc3ccccc3nc2-c2ccc(C)cc2)cc1	-13.9%	-17.0%
C#CCOc1ccc(/C=C(/C#N)c2ccc(Cl)cc2)cc1I	0.5%	1.0%
CSc1ccc(CCNC(=O)c2c(C)oc3ncn(C)c(=O)c23)cc1	2.7%	20.1%
Cc1c(C(=O)N(C)C)sc2c1c(=O)n(-c1ccc(F)cc1)c(=O)n2CC(=O)N(C)c1ccccc1	-18.9%	-13.3%
COc1cc(OC)c(C(=O)NCc2coc(-c3cccs3)n2)cc1OC	-5.0%	-6.6%
CC(NC(=O)CCNC(=O)C(C)(C)C)C(=O)NC1CCCC1 (stereo not drawn)	0.2%	-1.7%
Cc1nnc(NC(=O)c2cc(-c3ccccc3C)nc3ccccc23)s1	37.9%[activator]	1.4%
Cc1cc(C)cc(NC(=O)CSc2ccc(S(=O)(=O)N3CCOCC3)cn2)c1	-1.2%	3.5%
CCOC(=O)c1c(-c2ccccc2)csc1NC(=O)c1nc(SCC)ncc1Cl	13.5%	?
CCN(c1nc(N)c(C(=O)N=C(N)N)nc1Cl)C(C)C	-14.4%	-6.9%
Cc1cccc(NC(=O)Cn2nc(C)c3nn(-c4ccc(Cl)cc4)c(C)c3c2=O)c1C	10.6%	-7.8%
Cc1ccc2nc(-c3ccc(Cl)c(NC(=O)c4cccnc4)c3)oc2c1	-10.5%	-2.0%
CCCCn1c(=O)[nH]c(=O)c2c1nc(-c1ccccn1)n2CCOC	21.8%	1.4%
CCOc1ccccc1NC(=O)c1ccc(C(=O)Nc2ccccc2OCC)cc1	4.3%	24.1%
O=C(O)CCn1cc(C(C(=O)O)N2CCCC2)c2ccc(Br)cc21 (stereo not drawn)	-6.1%	-1.7%
N#Cc1c(Nc2ccccc2)ccnc1NCc1ccccc1	0.9%	-6.2%
CNCCC(Oc1ccccc1OC)c1ccccc1 (stereo not drawn)	0.1%	1.6%
CCOCCCNC(=O)c1cn(CC)c2ccc(S(=O)(=O)N3CCOCC3)cc2c1=O	-2.9%	6.3%

Sorted by heavy-atom count (descending): three of the compounds above.
SMILES	AID inhibitor	UDG counterscr
Cc1c(C(=O)N(C)C)sc2c1c(=O)n(-c1ccc(F)cc1)c(=O)n2CC(=O)N(C)c1ccccc1	-18.9%	-13.3%
CCOc1ccccc1NC(=O)c1ccc(C(=O)Nc2ccccc2OCC)cc1	4.3%	24.1%
COc1cc(OC)c(C(=O)NCc2coc(-c3cccs3)n2)cc1OC	-5.0%	-6.6%

A few values from the entries so far:
Cc1c(C(=O)N(C)C)sc2c1c(=O)n(-c1ccc(F)cc1)c(=O)n2CC(=O)N(C)c1ccccc1 in UDG counterscr: -13.3%
Cc1nnc(NC(=O)c2cc(-c3ccccc3C)nc3ccccc23)s1 in AID inhibitor: 37.9%[activator]
CCOCCCNC(=O)c1cn(CC)c2ccc(S(=O)(=O)N3CCOCC3)cc2c1=O in AID inhibitor: -2.9%
CC(NC(=O)CCNC(=O)C(C)(C)C)C(=O)NC1CCCC1 (stereo not drawn) in AID inhibitor: 0.2%

The list continues.
SMILES	AID inhibitor	UDG counterscr
C#CCn1c(=O)n(-c2cccc(Cl)c2C)c(=O)c2c3c(sc21)CN(C(C)=O)CC3	65.0%[activator]	59.6%[activator]
CC(C)NC(=S)NN=C1CCCCCC1	2.3%	1.3%
COc1ccc(C(=O)Oc2ccccc2OC)cc1Br	-5.3%	11.0%
CC(C)c1cnc2c(c1SCC(=O)NCc1ccccc1)c(=O)n(C)c(=O)n2C	5.7%	-1.8%[57.5 µM]
CCCSc1ncc(Cl)c(C(=O)Nc2ccc(S(=O)(=O)N3CCCCC3C)cc2)n1 (stereo not drawn)	19.4%	2.0%
Cc1ccc(Nc2nc3ccccc3c3nncn23)cc1C	0.2%	-26.8%
CC(SC(=S)N(C)C)C(=O)NC(C)c1ccc(F)cc1 (stereo not drawn)	-0.8%	5.2%
COc1cc(OC)c(NC(=O)C2CCN(S(=O)(=O)c3ccc4c(c3)oc(=O)n4C)CC2)cc1Cl	20.2%	-1.7%
Cc1ccc(CNC2C3CC4CC(C3)CC2C4)s1 (stereo not drawn)	-3.6%	-2.5%
O=CN1CCN(C(=O)Cn2nc(C(=O)O)c3ccccc3c2=O)CC1	2.3%	7.1%
C/[N+]([O-])=C/c1ccncc1	6.2%	8.1%
Cc1ccc(NC(=O)c2ccc(CN3CC(=O)N4CCCCC4C3=O)cc2)c(Cl)c1 (stereo not drawn)	8.4%	-0.4%
O=C(Nc1ccccc1C(F)(F)F)C1CCN(c2nnc(-n3cccc3)s2)CC1	6.0%	-0.5%
CCOC(=O)C(C)NC(=O)c1ccccc1 (stereo not drawn)	-3.7%	-2.4%
Cc1ccc(SCc2ccc(C(=O)Nc3ccccc3C)cc2)cc1	2.4%	10.1%
CCOc1ccc(-c2nc(Cn3nnc(C(=O)Nc4cccc(Cl)c4)c3N)c(C)o2)cc1OC	0.4%	-0.4%
O=C(CCC1N=C2c3ccccc3N=C(SCc3cccc(Cl)c3)N2C1=O)NCc1cccs1 (stereo not drawn)	4.9%	76.4%[activator]
O=S(=O)(c1ccc(Cl)cc1)c1nnn2c1nc(N1CCCCC1)c1sccc12	?	0.0%
Cc1ccc2nc(NCCc3ccc(Cl)cc3)c3nncn3c2c1	6.2%	4.9%
Nc1nccnc1C(=O)NCC(F)(F)F	-9.5%	-9.6%

Some of the entries so far, with values under each structure:
Values run as follows: AID inhibitor, UDG counterscr
> Cc1ccc(Nc2nc3ccccc3c3nncn23)cc1C
  0.2%, -26.8%
> COc1cc(OC)c(NC(=O)C2CCN(S(=O)(=O)c3ccc4c(c3)oc(=O)n4C)CC2)cc1Cl
  20.2%, -1.7%
> O=C(Nc1ccccc1C(F)(F)F)C1CCN(c2nnc(-n3cccc3)s2)CC1
  6.0%, -0.5%
> O=CN1CCN(C(=O)Cn2nc(C(=O)O)c3ccccc3c2=O)CC1
  2.3%, 7.1%
> CC(C)NC(=S)NN=C1CCCCCC1
  2.3%, 1.3%
> Cc1ccc(CNC2C3CC4CC(C3)CC2C4)s1 (stereo not drawn)
  -3.6%, -2.5%
> O=S(=O)(c1ccc(Cl)cc1)c1nnn2c1nc(N1CCCCC1)c1sccc12
  ?, 0.0%

Next section:
SMILES	AID inhibitor	UDG counterscr
O=C(COc1ccc(Cl)cc1)OCc1cc(=O)n2nc(C3CC3)sc2n1	187.7%[activator]	19.3%
CC(C)C1N=C2c3ccccc3N=C(SCC(=O)NCc3ccc(F)cc3)N2C1=O (stereo not drawn)	-7.1%	-6.1%
CCNCc1ccccc1C(F)(F)F	-1.7%	-6.0%
Cc1ccc(C)c(CSc2cn(CCNC(=O)c3cccs3)c3ccccc23)c1	?	-13.8%
CCN(CC)S(=O)(=O)c1ccc2nc(NC(=O)c3ccc(Br)o3)sc2c1	8.1%	3.9%
Cc1ccc(Cl)c2c(C=O)c(C(C)(C)C)[nH]c12	2.5%	0.9%
O=C(CCS(=O)(=O)c1cc2c(cc1Cl)NC(=O)CO2)NCc1ccc(Cl)cc1	-15.1%	-12.7%
COc1ccc(C)cc1NC(=O)CNC(=O)CNc1cccc(Cl)c1	-1.1%	4.2%
N#Cc1ccc(OCc2ccc(C=O)o2)cc1	2.6%	3.7%
COC(=O)c1ccc2ccccc2c1OS(=O)(=O)c1ccc(S(C)(=O)=O)cc1	3.0%	-2.8%
O=C(Cc1csc2nc(-c3ccc(F)cc3)cn12)NCc1ccccc1	8.0%	1.6%
O=C(Nc1ccccc1OCC(F)(F)F)C1CCN(c2nc3ccccc3o2)CC1	-5.0%	-8.4%
